# Screening data from PubChem BioAssay.
# HePTP inhibitor: inhibitors of human HePTP phosphatase, primary screen, biochemical, absorbance, leukemia target; Tyrosine-protein phosphatase non-receptor type 7 (Homo sapiens), P35236; recombinant HePTP phosphatase activity, OD absorbance; inhibition, % at 20 µM; actives 0.64% (n = 110,000); AID 521, 2006; in the data active = inhibition above about 50%;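 also: plate controls were vehicle for no effect and reference inhibitor for full effect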
# Target sequence (P35236 whole entry, looked up): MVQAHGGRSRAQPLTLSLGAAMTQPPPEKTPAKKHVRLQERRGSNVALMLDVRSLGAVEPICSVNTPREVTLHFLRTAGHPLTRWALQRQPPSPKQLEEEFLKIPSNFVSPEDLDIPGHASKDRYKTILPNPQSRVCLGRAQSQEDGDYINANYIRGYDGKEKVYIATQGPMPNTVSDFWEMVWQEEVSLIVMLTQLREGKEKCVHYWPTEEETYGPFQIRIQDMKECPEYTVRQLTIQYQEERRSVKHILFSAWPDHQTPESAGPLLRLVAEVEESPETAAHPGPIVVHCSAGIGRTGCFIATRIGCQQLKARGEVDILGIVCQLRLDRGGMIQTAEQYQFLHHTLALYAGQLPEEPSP
# BAP1 inh: inhibitors of BAP1 deubiquitinase, primary screen, biochemical, Ub-AMC fluorescence, kinetic; Ubiquitin carboxyl-terminal hydrolase BAP1 (Homo sapiens), Q92560; actives 0.48% (n = 72,000); recombinant BAP1, Ub-AMC hydrolysis fluorescence kinetic; stronger effect = lower value; activity remaining (% of control), % at 20 µM; AID 436, 2006;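 active = activity remaining at or below 50% of control, provided the compound also passes the data quality filters; inactive = the rest, including low values that fail the filters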;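 also: 100% = DMSO wells rate and 0% = substrate alone blank rate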
# * = called active by the depositor; · = not tested or not shown; & = joins results of further samples.
SMILES,BAP1 inh,HePTP inhibitor
O=C(CCn1c(=O)oc2ccccc21)N1CCc2ccccc21,92,3
C/C(=N/n1cnnc1)c1ccc(NS(=O)(=O)c2ccc(Br)cc2)cc1,·,7
Cc1cccc(NS(=O)(=O)c2cc(C(=O)OCC(=O)Nc3cc(C)on3)ccc2C)c1,·,2
O=C(NCCCO)C(=O)NCc1ccc(Cl)cc1,·,3
COc1ccccc1CC(=O)NCCc1ccc(S(N)(=O)=O)cc1,88,-8
CCC(=O)Nc1ccc(NC(=O)c2cc3ccccc3o2)cc1,100,6&7
O=C(CC(=O)Nc1ccccn1)Nc1ccccn1,95,-7
COc1cc(OC)c(C2SCCN2S(=O)(=O)c2ccc3cccc4c3c2CC4)cc1OC (stereo not drawn),·,-12
C/C(=N\NC(=O)CN(c1cc(C)ccc1C)S(=O)(=O)c1ccccc1)c1cccs1,·,3
O=C1CCC(=O)N1Cc1ccc(Cl)cc1,·,11
Cc1cc(NC(=O)CSc2ccccc2)no1,104,-4
COc1cccc(/C=C2/C(=O)NC(=O)N(c3ccc(Br)cc3)C2=O)c1O,·,1
CS(=O)(=O)N1CCN(c2nnc(-c3ccccc3)c3ccccc23)CC1,100,-3
COc1cc(/C=C2/SC(=S)N(c3ccccc3)C2=O)ccc1OS(=O)(=O)c1ccc(C)cc1,·,11
O=C1c2ccccc2C(=O)C1C(c1cccc([N+](=O)[O-])c1)C1C(=O)c2ccccc2C1=O,55,·
CCOC(=O)COc1ccc(S(=O)(=O)NCc2ccco2)cc1,95,9
CN1C(=O)C2CN(CCc3ccccc3)CNC2N(C)C1=O (stereo not drawn),108,5
CCOc1ccc2[nH]c(=O)c(C(c3nnnn3CCOC)N3CCOCC3)cc2c1 (stereo not drawn),·,3
COC(=O)c1ccc(C(=O)OC)c(NC(=O)COc2ccc(C)cc2C(C)(C)C)c1,·,11
O=C(Nc1ccc(-c2nc3ccccc3[nH]2)cc1)c1ccc(Cl)c(Cl)c1,·,101*
CCN(c1ccccc1)S(=O)(=O)c1ccc(Oc2ccc(-n3ccnc3)cc2)nc1,77,-8
CCOC(=O)c1c(NC(=O)c2ccco2)sc2c1CCCC2,·,8
CC1=C(C(=O)Nc2ccccc2)C(c2ccc(C)o2)n2ncnc2N1 (stereo not drawn),95,0
COc1ccc(N(C)S(=O)(=O)c2ccc3c(c2)CCC(=O)N3)cc1,110,8
COc1ccccc1CNc1nc2nc(C)cc(=O)n2[nH]1,82,3
c1ccc(-c2nnc(CSc3nc4ccccc4[nH]3)o2)cc1,134,11
O=C(Nc1cccc(F)c1)c1ccc2c(c1)OCO2,72,-5
COC(=O)c1sc2ccccc2c1NC(=O)c1nc2ccccc2s1,76,·
CC(NC(=O)c1ccc(C(=O)O)cc1C(=O)O)c1ccccc1 (stereo not drawn),·,-13
O=C(Cc1cn2ccsc2n1)Nc1cccc2cnccc12,96,-2
COc1ccc(OC)c(NC(=O)CSc2nc3ccccc3c(=O)n2CCNC(C)=O)c1,149,10
COc1ccc(NC(=O)CN2CCC(C(N)=O)CC2)cc1,100,2
CC(=O)Nc1cccc(NC(=O)c2c(-c3ccccc3Cl)noc2C)c1,106,8
c1ccc2c(c1)nc(CN1CCOCC1)n1c3ccccc3nc21,170,5
Cc1cc2cc(CNC(=O)c3cccs3)ccc2n1C,114,·
Cc1cc2cc(C)c3nnc(SCC(=O)NCc4ccco4)n3c2cc1C,101,1
O=C(Cc1nc2ccccc2s1)c1ccc(O)cc1O,69,9
COCCNC(=O)CSc1nc2cc(OC)c(OC)cc2c(=O)n1Cc1ccc(OC)cc1,106,1
Cc1ccc(C(C(=O)NC2CCCC2)N(Cc2cccs2)C(=O)CNC(=O)c2cccs2)o1 (stereo not drawn),90,7
CC(=O)[C@@H]1[C@@H]2C(=O)N(Cc3ccccc3)C(=O)[C@@H]2C2c3ccccc3C=CN21 (stereo partly drawn),62,10
C/C(=N\NC(=O)c1cc(C)[nH]n1)c1ccc(Br)cc1,·,10
COc1ccc(/C=N/NC(=O)C2CC(=O)N(c3ccc(Cl)cc3)C2)cc1 (stereo not drawn),·,4
CC(=O)NC1=NC(=O)/C(=C\c2ccc3c(c2)OCO3)S1,·,-7
Cc1ccc(OCc2nnc(SCc3nc4ccccc4[nH]3)n2Cc2ccco2)cc1,92,6
O=C1C=C(NCc2ccncc2)CC(c2ccccc2)C1 (stereo not drawn),104,7&7
CCOc1ccc(CNC(=O)NS(=O)(=O)c2ccc(OC)cc2)cc1,78,3
CCN(CC)c1cc(C)c2cc(NC(=O)CNC(C)=O)ccc2n1,·,-8
O=C(O)C1CSC(c2ccccc2)N1C(=O)c1ccco1 (stereo not drawn),117,10
CCCc1cc(=O)oc2cc(C)cc(OCC(C)=O)c12,·,7
O=C(c1cnn2c(C(F)(F)F)cc(-c3ccc(Br)cc3)nc12)N1CCCCCC1,104,·
COc1ccc(CCn2c(C)cc3c(c2=O)C(c2ccc4c(c2)OCO4)C(C#N)=C(N)O3)cc1OC (stereo not drawn),105,9
Cc1ccccc1Cn1c(=O)c2c(nc3n2CCCN3Cc2ccccc2)n(C)c1=O,88,17
O=C(CSc1nncs1)NCc1ccc2c(c1)OCO2,105,7
CN1CCC2(CC1)Nc1nc(SCc3ccc(Cl)cc3)nn1C1=C2CN(C)CC1,118,9
CC1(C)Cc2c(c(=S)nc(-c3ccccc3)n2CCCN2CCOCC2)CO1,·,-1
CC(C)OC(=O)CSc1nc2ncccc2[nH]1,100,5
COc1cc(CNCc2ccc(OC)c(OC)c2OC)cc(OC)c1,100,-5
CCCc1cc(C(=O)Nc2ccccc2C(=O)OC)no1,104,-2
CC(C)(C)c1ccc(-c2csc(NC(=O)c3cccc([N+](=O)[O-])c3)n2)cc1,63,·
Cc1ccc(C2C(C#N)=C(N)SC(N)=C2C#N)o1,60,4

# The results go on.
SMILES,BAP1 inh,HePTP inhibitor
COc1ccc(NC(=O)CN(c2ccc(Oc3ccccc3)cc2)S(C)(=O)=O)cc1OC,·,6
COc1ccc(OC)c(-n2cc3c(=O)n(C)c(=O)n(C)c3c2)c1,96,-7
COCCn1c(=O)[nH]c2cc(C(=O)NCCc3ccc(OC)c(OC)c3)ccc2c1=O,·,0
COc1ccc2oc(C)c(C(=O)Cn3ccnc3)c2c1,99,-5
O=C1c2ccccc2NC(c2ccncc2)N1c1ccccn1 (stereo not drawn),88,-3
CCOC(=O)c1c(NC(=O)c2ccco2)sc(C(=O)N2CCCC2)c1C,·,8
COCCn1c(=NC(=O)CSC(C)=O)sc2cc(F)ccc21,99,4
Cc1sc(NC(=O)CSc2nnc(-c3ccccc3)o2)c(C#N)c1C,29*,1
COc1cccc(OCCCNC(C)(C)C)c1,·,10
C/C(=N\NC(=O)c1cc(C(C)(C)C)[nH]n1)c1cccc([N+](=O)[O-])c1,·,-5
Cc1ccc2c(c1)[nH]c1c(=O)n(CCN3CCNCC3)cnc12,104,12
CCOC(=O)c1c(-c2ccccc2)oc2ccc(O)c(CN3CCCC(C)C3)c12 (stereo not drawn),·,4
O=C(C1CCCN(Cc2ccccc2Br)C1)N1CCCCC1 (stereo not drawn),77,8
O=C1c2ccccc2NC(c2ccco2)N1O (stereo not drawn),105,5&-1
O=S(=O)(Cc1ccccc1)N1CCCC(c2nc(-c3ccc(F)cc3)no2)C1 (stereo not drawn),83,9
Oc1ccc2ccccc2c1C=Nc1ccc2oc(-c3ccccc3Br)nc2c1,·,-18
Cc1nc(CCNS(=O)(=O)c2cccs2)cs1,108,0
O=C(CSc1nnnn1-c1ccccc1)Nc1nc(-c2ccccc2)ns1,73,15
CC1=C(C(=O)NCc2ccccc2)C(c2cccs2)n2ncnc2N1 (stereo not drawn),101,3
COCCNC(=O)CC12CC3CC(C1)CC(CC(=O)NCCOC)(C3)C2,·,7
CCc1nc2ccc(Oc3ccc4nc(CC)[nH]c4c3)cc2[nH]1,·,0
COC(=O)C(NC(C)=O)(Nc1sc2c(c1C#N)CCCCC2)C(F)(F)F (stereo not drawn),106,·
Cn1c(SCC(=O)N2CCN(c3cccc(Cl)c3)CC2)nnc1-c1ccncc1,103,9
CCOC(=O)c1c(C)oc2cc(Br)c(OC(C)C(=O)OCC)cc12 (stereo not drawn),57,4&-3
Cc1[nH]nc2c1C(C1CC=CCC1)C(C#N)=C(N)O2 (stereo not drawn),87,-7&1
COc1ccc(C(C)=O)c(Oc2nc(CN3CCOCC3)nc3scc(-c4cccs4)c23)c1,106,11
Cc1onc(-c2c(Cl)cccc2Cl)c1C(=O)NCCc1ccccc1,·,0
CCc1ccc(-c2cn3nc(C)c(C)nc3n2)cc1,136,5
Cn1c(=O)c2c(nc(SCC(=O)Nc3ccccc3)n2C)n(C)c1=O,61,8
CC1=C(C(=O)Nc2ccccc2)C(c2ccc(N(C)C)cc2)NC(=S)N1 (stereo not drawn),·,-6

# Another view of 3 compounds above.
O=C1c2ccccc2NC(c2ccco2)N1O (stereo not drawn)
  BAP1 inh = 105	HePTP inhibitor = 5&-1

O=S(=O)(Cc1ccccc1)N1CCCC(c2nc(-c3ccc(F)cc3)no2)C1 (stereo not drawn)
  BAP1 inh = 83	HePTP inhibitor = 9

Oc1ccc2ccccc2c1C=Nc1ccc2oc(-c3ccccc3Br)nc2c1
  BAP1 inh = ·	HePTP inhibitor = -18

# Next section
SMILES,BAP1 inh,HePTP inhibitor
O=C(NCCN1CCc2ccccc21)c1cccs1,·,-8
CCc1ccc(-c2nc(CS(=O)CC(=O)NCc3cccnc3)c(C)o2)cc1 (stereo not drawn),98,7
CCOc1cc(C2c3c(n[nH]c3C)C(=O)N2c2ccc(C)cc2)ccc1O (stereo not drawn),109,·
COC(=O)CN(c1cc(OC)ccc1OC)S(=O)(=O)c1ccc(OC)c(OC)c1,106,-3
Cc1nc2cc(-c3ccccc3Cl)[nH]n2c(=O)c1C,·,8
COCCCNC(=O)C1CCN(C(=O)c2cc3sccc3n2Cc2ccc(F)cc2)CC1,116,8
COc1ccc2nc(NC3=NCN(CC4CCCO4)CN3)nc(C)c2c1 (stereo not drawn),·,0
Cc1ccc2[nH]c(=O)c(C(c3nnnn3CC3CCCO3)N3CCOCC3)cc2c1 (stereo not drawn),·,1
c1cnc(N2CC[N+]3(CCCC3)CC2)nc1,73,7
Cc1cccc(NC(=O)c2ccccc2[N+](=O)[O-])c1,·,-13
Cc1ccc(OCCNC(=O)c2cccc3ccccc23)cc1,·,7
COc1ccc(-c2nnc3ccc(SC(C(C)=O)C(C)=O)nn23)cc1OC,94,2
O=c1[nH]c(CN2CCCCC2)nc2c1C1(CCCC1)Cc1ccccc1-2,52,6
COc1cccc(-n2c(O)c(C=NCc3ccccc3F)c(=O)[nH]c2=O)c1,·,7
O=C(O)c1ccc(S(=O)(=O)NC2CCCc3ccccc32)cc1 (stereo not drawn),101,1
COc1ccc(NC(=O)CCOc2ccccc2)c(OC)c1,107,4&8
O=C(O)CCC(=O)N1N=C(c2c(-c3ccccc3)c3cc(Cl)ccc3[nH]c2=O)CC1c1ccco1 (stereo not drawn),·,6
C=C(C)Cn1c(=S)[nH]c2sc3c(c2c1=O)CC(C)(CC)OC3 (stereo not drawn),·,2
O=C(NCc1n[nH]c(=S)n1-c1ccc(Br)cc1)c1ccc(S(=O)(=O)N2CCOCC2)cc1,117,·
CCn1c(C)c(C(C)=O)c(NCc2ccccc2)nc1=S,96,-8
CC1=Nc2ccccc2/C1=C/c1c(O)n(-c2ccc(Cl)cc2)c(=O)[nH]c1=O,·,6
O=C(CC1S/C(=N\N=C\c2ccccc2)NC1=O)Nc1ccc(Cl)cc1Cl (stereo not drawn),·,3
CCOC(=O)NC(Nc1cc(C)on1)(C(F)(F)F)C(F)(F)F,173,2
Fc1cccc(Cl)c1CSc1nnc(-c2ccc(Br)cc2)o1,·,4
O=C1NN(c2cccc(Cl)c2)C(=O)/C1=C\c1ccc(F)cc1,·,9
O=C(NC1CC1)c1ccc(CSCc2cccc(F)c2)o1,97,-1
Cc1ccc2c(c1)C1(C(=O)N2C)N2CC3(C)CN1CC(C)(C2)C3=O (stereo not drawn),95,-8
C=CCn1c(N)c(C(=O)NCc2ccco2)sc1=S,·,-1
COc1ccc(CNCC(O)COCc2cccs2)cc1 (stereo not drawn),107,8
NC[C@@]12CCCC1C1CCC2C1 (stereo partly drawn),100,-4

# Part of the list above in order of formula weight, lowest first:
SMILES,BAP1 inh,HePTP inhibitor
C=CCn1c(N)c(C(=O)NCc2ccco2)sc1=S,·,-1
COc1ccc(NC(=O)CCOc2ccccc2)c(OC)c1,107,4&8
COc1ccc2nc(NC3=NCN(CC4CCCO4)CN3)nc(C)c2c1 (stereo not drawn),·,0

# Later entries
SMILES,BAP1 inh,HePTP inhibitor
O=C(Cc1ccccc1)Nc1ccc([N+](=O)[O-])cc1Cl,·,3
COC(=O)c1sccc1NC(=O)c1csc2c1CCCC2,·,2
CCc1nnc(NC(=O)c2ccc(COc3ccccc3)o2)s1,66,-2
COc1ccc(N(CC(=O)NC(C)(C)C)S(=O)(=O)c2ccccc2)cc1OC,102,-5
O=C(Nc1ccc(-c2nnc(-c3ccccc3)o2)cc1)c1ccc(Br)o1,288,7
